Compound activity as filed in PubChem BioAssay.
BoNT A protease – BoNT A light chain protease inhibition | multiplex microsphere protease substrate cleavage, flow cytometry | inhibition, % at 10 µM | hit rate 0.17% among 360,000; further: plate controls were buffer without enzyme for full effect and enzyme alone for no effect
BoNT F protease – inhibitors of Botulinum neurotoxin F light chain protease; Multiplex microsphere protease cleavage assay, flow cytometry; hit rate 0.22% among 360,000; inhibition, % at 10 µM; in the data active means inhibition above about 35%, passing the limit was not always enough; inconclusive means no clear call, values can overlap the other calls; further: plate controls were buffer without enzyme for full effect and enzyme alone for no effect
TcdB inh – inhibitors of Clostridioides difficile toxin B glycohydrolase; P18177; TcdB glycohydrolase enzymatic assay, plate reader; inhibition, % at 9.99 µM; hit rate 0.24% among 350,000; AID 652162; in the data active means inhibition above about 10%
Target sequence (P18177 whole entry, looked up): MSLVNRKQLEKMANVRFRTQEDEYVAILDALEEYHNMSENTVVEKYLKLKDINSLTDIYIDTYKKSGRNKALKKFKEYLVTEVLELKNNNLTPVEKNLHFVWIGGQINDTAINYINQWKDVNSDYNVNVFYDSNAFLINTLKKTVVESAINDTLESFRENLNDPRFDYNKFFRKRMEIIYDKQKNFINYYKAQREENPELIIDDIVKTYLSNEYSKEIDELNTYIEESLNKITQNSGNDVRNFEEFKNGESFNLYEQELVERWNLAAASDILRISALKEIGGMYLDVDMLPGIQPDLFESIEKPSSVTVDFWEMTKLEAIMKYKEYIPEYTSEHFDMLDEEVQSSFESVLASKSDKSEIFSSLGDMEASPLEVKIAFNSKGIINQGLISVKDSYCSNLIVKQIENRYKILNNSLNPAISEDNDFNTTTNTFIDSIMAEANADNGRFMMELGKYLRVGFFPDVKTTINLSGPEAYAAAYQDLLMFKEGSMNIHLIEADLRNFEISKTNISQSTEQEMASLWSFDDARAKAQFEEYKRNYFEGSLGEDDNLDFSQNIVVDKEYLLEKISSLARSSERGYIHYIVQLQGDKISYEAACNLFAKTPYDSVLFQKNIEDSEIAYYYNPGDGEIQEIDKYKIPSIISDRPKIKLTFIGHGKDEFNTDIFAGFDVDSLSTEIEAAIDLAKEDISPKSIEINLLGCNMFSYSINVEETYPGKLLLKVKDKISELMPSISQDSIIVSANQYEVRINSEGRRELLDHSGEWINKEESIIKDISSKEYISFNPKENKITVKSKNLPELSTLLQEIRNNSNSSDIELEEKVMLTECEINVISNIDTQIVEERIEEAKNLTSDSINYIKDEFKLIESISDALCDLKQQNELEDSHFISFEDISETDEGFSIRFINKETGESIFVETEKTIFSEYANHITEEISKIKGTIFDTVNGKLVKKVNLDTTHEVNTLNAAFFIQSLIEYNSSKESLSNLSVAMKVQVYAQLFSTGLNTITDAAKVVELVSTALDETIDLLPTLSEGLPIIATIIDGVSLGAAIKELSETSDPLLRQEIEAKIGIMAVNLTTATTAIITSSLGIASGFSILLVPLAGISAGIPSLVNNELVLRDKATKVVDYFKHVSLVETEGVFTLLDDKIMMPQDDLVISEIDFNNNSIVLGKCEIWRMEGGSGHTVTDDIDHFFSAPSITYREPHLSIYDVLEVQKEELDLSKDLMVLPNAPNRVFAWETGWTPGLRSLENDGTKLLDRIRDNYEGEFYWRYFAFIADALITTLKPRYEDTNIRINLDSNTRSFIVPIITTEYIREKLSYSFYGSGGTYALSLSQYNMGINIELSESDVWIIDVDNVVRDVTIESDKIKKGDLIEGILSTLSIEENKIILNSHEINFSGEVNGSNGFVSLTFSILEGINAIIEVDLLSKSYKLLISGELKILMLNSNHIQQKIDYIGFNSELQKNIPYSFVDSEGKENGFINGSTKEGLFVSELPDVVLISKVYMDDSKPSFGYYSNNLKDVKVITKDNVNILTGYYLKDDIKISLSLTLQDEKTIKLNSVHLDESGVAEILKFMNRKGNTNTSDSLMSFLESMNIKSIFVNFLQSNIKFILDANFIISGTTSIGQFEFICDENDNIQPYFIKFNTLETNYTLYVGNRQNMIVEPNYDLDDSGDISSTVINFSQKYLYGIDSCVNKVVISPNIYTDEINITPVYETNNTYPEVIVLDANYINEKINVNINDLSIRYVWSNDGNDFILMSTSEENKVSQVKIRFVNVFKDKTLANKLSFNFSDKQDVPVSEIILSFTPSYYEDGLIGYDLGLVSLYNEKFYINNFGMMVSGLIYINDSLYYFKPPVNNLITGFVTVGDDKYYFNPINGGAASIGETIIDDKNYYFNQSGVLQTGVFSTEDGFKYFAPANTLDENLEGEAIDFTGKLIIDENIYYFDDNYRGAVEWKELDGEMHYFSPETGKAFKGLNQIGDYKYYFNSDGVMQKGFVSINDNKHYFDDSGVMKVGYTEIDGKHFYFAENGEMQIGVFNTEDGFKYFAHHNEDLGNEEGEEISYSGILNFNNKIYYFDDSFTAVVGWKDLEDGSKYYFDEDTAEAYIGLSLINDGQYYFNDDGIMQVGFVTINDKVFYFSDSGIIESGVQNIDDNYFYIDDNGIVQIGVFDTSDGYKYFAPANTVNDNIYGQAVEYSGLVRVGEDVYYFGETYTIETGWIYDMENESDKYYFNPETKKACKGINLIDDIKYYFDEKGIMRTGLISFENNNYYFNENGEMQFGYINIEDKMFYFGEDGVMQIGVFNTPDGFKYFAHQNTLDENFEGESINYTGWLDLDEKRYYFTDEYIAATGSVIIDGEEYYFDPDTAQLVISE
FadD28 FP inh – blocks FadD28 binding to the bisubstrate probe. fluorescence polarization. AID 588549. hit rate 0.22% among 360,000. inhibition, % at 12.5 µM; in the data active means inhibition above about 8.5%, passing the limit was not always enough; inconclusive means no clear call, values can overlap the other calls
PfHsp40 rescue – restores yeast growth despite PfHsp40 toxicity; hit rate 0.68% among 340,000; S. cerevisiae expressing PfHsp40, growth rescue, ATP luminescence; growth rescue, % at 12.5 µM; in the data active means growth rescue above about 28%, passing the limit was not always enough; inconclusive means no clear call, values can overlap the other calls;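 further: yeast W303a lacking pdr1 and pdr3 grown in galactose medium; growth measured after three days at 30 °C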
Yp Topo-I inh – inhibitors of Yersinia pestis topoisomerase I; Y. pestis Topo-I cleavage product accumulation, plate reader; hit rate 0.064% among 360,000; AID 504884; activity, % at 10 µM; in the data active means activity above about 50%, passing the limit was not always enough; inconclusive means no clear call, values can overlap the other calls; further: inactives centre near 2
CCHF vOTU inh – blocks the CCHF virus ovarian tumor domain protease. CCHFV vOTU protease, Pep-AMC fluorescence. inhibition, % at 11.5 µM. hit rate 0.55% among 370,000; in the data active means inhibition above about 30%; further: 0% = vehicle wells with enzyme and 100% = no enzyme wells
Anthrax LF prot – blocks Bacillus anthracis lethal factor protease; P15917; multiplex microsphere protease cleavage assay, LF; hit rate 0.12% among 360,000; inhibition, % at 10 µM; further: plate controls were buffer without enzyme for full effect and enzyme alone for no effect
PrPC surface inh – inhibitors of human cell surface prion protein PrPC; TR-FRET read-out; hit rate 0.43% among 370,000; inhibition, % at 13.8 µM; P04156; AID 720596; in the data active means inhibition above about 24%; further: 0% = median of the test wells and 100% = reference compound wells
Numbers without * were called inactive; u = inconclusive; x = no result given. Unless noted, no stated cut-off is given here; in the data, active means inhibition above about 30%; inconclusive means no clear call, values can overlap the other calls; inactive means below that.

SMILES	BoNT A protease	BoNT F protease	TcdB inh	FadD28 FP inh	PfHsp40 rescue	Yp Topo-I inh	CCHF vOTU inh	Anthrax LF prot	PrPC surface inh
COc1cccc(-c2csc(N3CCN(C(=O)Nc4ccc(Cl)cc4)CC3)n2)c1	-1.0	-4	-1.9	-6.9	0.9	8	-8	-4	2
S=C(Nc1ccccc1)Nc1cccc(Br)c1	-0.1	-2	2.0	-4.6	-0.3	-3	23	-1	3
Cc1ccc(Cn2nc(C)c(NC(=O)c3nn(C)cc3Cl)c2C)cc1	-0.7	0	x	-2.0	-0.3	11	-6	-1	-4
CCCCN(CC(O)COc1cccc(C)c1)CC(O)COc1cccc(C)c1 (stereo not given)	1.9	4	1.5	x	-1.8	19	31*	0	-4
O=S(=O)(c1ccccc1)N1CCN(Cc2ccccc2C(F)(F)F)CC1	0.6	9	x	-1.4	1.1	33	7	2	6
CCCCS(=O)(=O)NC1=NCN(CC)CN1	1.0	10	0.8	-0.5	-0.7	6	-3	2	-3
CCSc1nnc(NC(=O)NCC(F)(F)F)s1	0.5	2	0.6	1.4	-1.7	2	-1	-6	-5
CC1CCc2sc3ncn4nc(C(=O)NCc5ccco5)nc4c3c2C1 (stereo not given)	-2.1	1	x	-1.6	0.1	0	-9	6	3
O=C(O)/C=C/C(=O)Nc1cccnc1	-1.0	-14	x	0.1	-0.4	-8	-1	4	-1
Cc1ccc(C2(C)NC(=O)N(CC(=O)Nc3cc(C)on3)C2=O)cc1 (stereo not given)	0.3	-4	2.5	-1.9	0.2	2	-10	-5	-2
CCOC(=O)C1C(=O)CC(C)(O)C(C(=O)OCC)C1c1ccc(NC(C)=O)cc1 (stereo not given)	-0.6	-2	-0.5	0.0	-0.5	-1	-10	1	7
Cc1ccc(-n2c(CC#N)n[nH]c2=S)c(C)c1	-0.5	-2	-0.7	-1.2	-1.1	12	-4	0	0
CSc1ccc(CN2CCC2(C)C(=O)NCc2ccccc2Br)cc1 (stereo not given)	-0.5	2	1.6	-3.0	x	34	-2	1	7
COc1ccc(NC(=O)C2=Cc3cccc(OC)c3OC2)cc1	-0.2	-2	3.1	-2.4	-0.6	-9	11	-6	-6
CC(=O)Nc1cncc(-c2ccccc2CO)n1	-0.8	-3	0.5	-3.3	x	4	-3	-3	11
COc1ccc(Cn2nnc3c(=O)[nH]c(C(=O)NCCc4ccc(F)cc4)nc32)cc1OC	0.3	-9	0.4	-2.6	1.6	5	4	-4	-6
O=c1oc(/C=C/c2ccc([N+](=O)[O-])s2)nc2ccccc12	3.7	u	x	-0.4	-0.9	-8	x	7	x
COCCCn1c(=O)c2ccccc2n(CC(=O)Nc2ccc3c(c2)OCCO3)c1=O	-1.9	17	-0.2	-3.4	-1.1	3	-7	3	5
COC(=O)Nc1ccc(NC(C)=O)cc1	-1.3	-1	1.1	-0.9	-0.8	-10	-6	-1	0
O=C(CSc1cn(CC(=O)N2CCCC2)c2ccccc12)NCC1CCCO1 (stereo not given)	-0.8	-11	1.5	-3.6	0.3	4	-1	-3	-4
Cc1ccc(C(=O)c2ccc([N+](=O)[O-])cc2)c(C)c1	-0.1	-3	x	-0.9	0.5	5	7	-2	-8
Cc1nn(CCCC(=O)NCc2ccccc2)c(C)c1[N+](=O)[O-]	0.2	1	-0.1	-1.0	1.8	0	3	2	-2
Cc1ccccc1C(=O)NNc1ccc([N+](=O)[O-])cc1	u	10	-8.9	-2.9	0.0	-5	8	-8	-10
COc1cccc(CNC(=O)c2ccc(C)c(NC3=NC4CS(=O)(=O)CC4S3)c2)c1 (stereo not given)	-0.2	-10	0.9	0.3	-0.3	0	-5	-4	2
CCOc1cc(/C=C(\C#N)c2nc3ccccc3[nH]2)ccc1OC(C)C(=O)O (stereo not given)	-0.1	-4	0.1	-11	-1.3	3	5	-3	-9
Cn1c(SCC(=O)N/N=C/c2ccc(O)c(O)c2)nc2ccccc21	0.2	0	6.8	-0.1	-0.5	8	15	-4	12
COc1ccc(CC/C(=N\O)C2(O)CCCCC2)cc1	-1.5	-7	x	-3.7	-1.4	-2	8	-3	-6
COc1ccccc1CNC(=O)CN(c1ccc(C)cc1)S(=O)(=O)c1c(C)nn(C)c1C	-2.8	-6	x	-2.8	-0.4	16	-4	-5	-7
Nc1ncnc2c1ncn2[C@@H]1O[C@H](C(=O)N[C@@H](CO)c2ccccc2)[C@@H](O)[C@H]1O	0.0	-1	1.2	-0.1	x	x	11	-5	6
CC1(C(=O)NCCC#N)CCN1C(=O)c1ccccc1CCc1ccccc1 (stereo not given)	-0.2	5	1.3	-3.8	x	4	-1	-1	-1
COc1ccc(Br)cc1-c1noc(-c2ccccc2F)n1	0.1	2	x	-2.8	-0.5	-2	2	-1	9
CCOC(=O)c1cccc(NC(=O)C2CCCN(S(=O)(=O)c3c(C)n[nH]c3C)C2)c1 (stereo not given)	-0.9	-12	x	-4.4	2.3	-1	10	2	1
COc1ccc(C(=O)CCC(=O)O)c(C)c1	1.0	1	x	-0.8	0.0	-8	8	-4	5
O=C(COC(=O)C(CO)NS(=O)(=O)c1ccc(Br)cc1)Nc1ccc2c(c1)OCCO2 (stereo not given)	-1.2	-14	-2.9	-0.8	-0.7	3	-10	-5	-3
C[C@H](NC(=O)c1nc[nH]c1C(=O)N(C)Cc1ccccc1)C(=O)OC(C)(C)C	0.5	-5	0.0	-2.3	-1.5	-3	4	0	0
O=C(CCCSc1nc2ccccc2[nH]1)Nc1nnc(C2CC2)s1	1.2	-3	-0.1	-1.9	0.3	-1	5	0	7
Cc1ccc(OCC(=O)Nc2ccc(N3CCN(C(=O)c4ccco4)CC3)cc2)c(C)c1	0.6	-6	2.1	-1.9	4.8	38	16	-3	3
Cc1cccc(C)c1NC(=O)NC1(C(=O)N2CCN3CCCC3C2)CCCCC1 (stereo not given)	-6.0	-7	-0.1	-1.4	-1.4	-1	2	5	-3
CCCCCNC(=O)CSC1=N/C(=C\c2ccc(Cl)c(Cl)c2)C(=O)N1CC	0.1	3	x	-4.3	0.2	3	7	-3	6
NS(=O)(=O)c1ccc(-c2cccc(/C=C3\SC(=O)NC3=O)c2)cc1	0.2	3	0.2	-24	0.1	-7	10	4	-11
CCOC(=O)N1CCN(S(=O)(=O)c2ccc3c(c2)CC(C)N3C(=O)C2CC2)CC1 (stereo not given)	-1.0	3	1.8	-0.8	-0.2	10	27	-1	4
Cn1c(N)c(C(=O)COC(=O)/C=C/c2ccc(Cl)cc2)c(=O)n(C)c1=O	-1.1	3	0.1	-7.6	0.1	1	10	12	1
Cc1[nH]c2ccc(C(=O)OC(C)C(=O)NC3(C#N)CCCCC3)cc2c1C (stereo not given)	2.6	7	0.1	-3.2	3.8	-9	16	-2	2
COc1ccc(-c2csc(Nc3cccnc3)n2)cc1	0.0	2	x	-3.0	-0.5	-7	7	-2	17
CC1CN(Cc2c(O)ccc3c(=O)c(-c4ccccc4)coc23)CC(C)O1 (stereo not given)	1.1	-6	0.1	-1.8	1.0	15	-75	-3	-6
Cc1[nH]nc2c1C1(CCN(C(=O)OCc3ccccc3)CC1)C(C#N)=C(N)O2	-1.6	-34	x	-0.9	-0.1	5	-1	1	-4
O=C(Nc1ccc(N2CCCCCC2)cc1)c1ccccc1Cl	0.3	-10	-22	0.6	0.1	-11	14	-8	9
O=C(N/N=C1\CC(c2ccccc2)Oc2ccccc21)c1ccccn1 (stereo not given)	-0.3	-5	-0.9	-1.0	-0.5	6	-6	-3	-12
COc1cccc(-c2nnc(SCCC(=O)O)n2C)c1	0.4	0	x	-0.5	0.6	9	3	2	-4
CCCc1nc2nc(C)c(NS(=O)(=O)c3ccc([N+](=O)[O-])cc3)c(=O)n2[nH]1	-3.8	4	1.5	-0.5	0.7	-2	-1	-2	-27
O=C(CSc1ccc(Cl)cc1Cl)N1CCC(c2nc3ccccc3s2)CC1	0.3	15	x	-4.4	15	25	7	-2	-5
COc1ccccc1OCCc1nnc(N)s1	-0.7	-5	2.3	-0.3	0.8	2	2	0	0
Cc1ccc2c(CN3CCN(S(=O)(=O)c4ccc(Cl)cc4)CC3)cc(=O)oc2c1C	4.4	8	1.1	-0.8	0.6	21	2	3	-4
Cc1cc(C(=O)NNC(=O)c2ccc(F)cc2)c(C)s1	-0.3	-4	0.4	-1.8	0.6	-1	-7	-2	-5
NC(=O)c1cc(-c2ccccc2)nc(N2CCCCCC2)n1	0.6	0	x	-2.7	-0.4	34	10	-1	-11
Cc1ccc(C(=O)NCC(=O)OCC(=O)NC(C)c2ccccc2)s1 (stereo not given)	-0.5	2	2.1	-0.3	-1.5	13	-2	6	9

Exported with values under each structure: entries from further up
Values run as follows: BoNT A protease, BoNT F protease, TcdB inh, FadD28 FP inh, PfHsp40 rescue, Yp Topo-I inh, CCHF vOTU inh, Anthrax LF prot, PrPC surface inh
- O=C(CSc1ccc(Cl)cc1Cl)N1CCC(c2nc3ccccc3s2)CC1
 : 0.3, 15, x, -4.4, 15, 25, 7, -2, -5
- COc1ccccc1OCCc1nnc(N)s1
 : -0.7, -5, 2.3, -0.3, 0.8, 2, 2, 0, 0
- Cc1ccc2c(CN3CCN(S(=O)(=O)c4ccc(Cl)cc4)CC3)cc(=O)oc2c1C
 : 4.4, 8, 1.1, -0.8, 0.6, 21, 2, 3, -4
- Cc1cc(C(=O)NNC(=O)c2ccc(F)cc2)c(C)s1
 : -0.3, -4, 0.4, -1.8, 0.6, -1, -7, -2, -5

Complete entries from above. Order of values: BoNT A protease, BoNT F protease, TcdB inh, FadD28 FP inh, PfHsp40 rescue, Yp Topo-I inh, CCHF vOTU inh, Anthrax LF prot, PrPC surface inh
`CC1CN(Cc2c(O)ccc3c(=O)c(-c4ccccc4)coc23)CC(C)O1` (stereo not given) is listed as 1.1, -6, 0.1, -1.8, 1.0, 15, -75, -3, -6
`CCCCCNC(=O)CSC1=N/C(=C\c2ccc(Cl)c(Cl)c2)C(=O)N1CC` is listed as 0.1, 3, x, -4.3, 0.2, 3, 7, -3, 6
`Cc1ccc2c(CN3CCN(S(=O)(=O)c4ccc(Cl)cc4)CC3)cc(=O)oc2c1C` is listed as 4.4, 8, 1.1, -0.8, 0.6, 21, 2, 3, -4
